Bioassay records: PubChem, National Center for Advancing Translational Sciences (NCATS)
FBPA coupling cs: coupling enzyme interference in Giardia aldolase counter-screen | coupling enzyme system counterscreen, AmpLite Red fluorescence | activity change, negative = inhibition, % at 58.2 µM, hits read low | 290,000 compounds, 0.67% hits | AID 2472; in the data active means activity change below about -30%; further: on the % scale 0 is the no-effect control and ±100 the full control effect
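Final compound at 57.5 uM, incubated 10 min at RT with coupling enzyme reagent (glyceraldehyde-3-phosphate), then 20 min with substrate and AmpLite Red detection. Fluorescence read at 525/598 nm; tests interference with the coupling assay, not aldolase inhibition.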
BCR signal inh: chronic active BCR signaling inhibition; ABC-DLBCL IkBa-CBG/CBR reporter, luminescence ratio, 4 h; Potency, µM (highest dose often 46.1 µM), for the others: at the highest dose ratio change, negative = lower green/red ratio, most hits filed as inhibitors; 340,000 compounds, 0.05% hits; active means well fitted inhibition curve with a large enough effect in the signal ratio, with a control signal flat, not every such curve was filed as active; inconclusive means small, poorly fitted or top-dose-only effect, or effect the other way, or a change in a side signal; the % refers to the signal ratio;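 further: potency means the concentration at half of the fitted maximal effect; plate controls were basal doxycycline-induced cells for no effect and cells given 10 µM MG132 for full effect; MG132 reads +100%, hits lower the ratio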
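Compounds up to 46 uM were incubated four hours with TMD8 cells whose green CBG68 luciferase is fused to IkappaBalpha; red CBR luminescence normalised the signal, and concentration-effect curves were fitted to fusion, red and ratio data.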
TCR activator: T cell receptor activation. primary human leukocytes, anti-CD3, IL-2 HTRF, 48 h. Potency, µM (series often up to 9.22 µM), for the others: top-dose activation of IL-2 secretion, usual class: activators. 330,000 tested, under 10 active. AID 504894; further: % of control where 0% means no effect
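Activity was scored as IL-2 release from primary human leukocytes given only a TCR signal (a-CD3 beads) plus compound for 48 hr. Detection used a two-antibody HTRF format read at 665nm.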
Tb PFK inh: blocks T. brucei phosphofructokinase; T. brucei PFK, ADP-Glo luminescence; AID 485367; Potency, µM (top dose mostly 57.5 µM), without a hit: at the highest dose activity, negative = inhibition, most hits filed as inhibitors; 330,000 compounds, 0.17% hits; O15648;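 further: potency means the concentration at half of the fitted maximal effect; 0% = uninhibited 1x PFK enzyme wells and -100% = no-enzyme wells; nearly all actives have a fitted effect of over 60% in size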
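Compounds were pin-transferred as a titration series up to 57 uM into substrate buffer (0.5 mM F6P, 0.1 mM ATP, pH 8.0), then 1.25 nM PFK was added and reactions ran 45 min before ADP-Glo detection.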
A-T KAP1 phos: potential ataxia-telangiectasia treatment | […] A-T fibroblasts, KAP-1 phosphorylation AlphaLISA; neocarzinostatin DNA damage 30 min before lysis | Potency, µM (top dose mostly 57.5 µM), without a hit: at the highest dose activation, actives largely listed as activators | 320,000 compounds, 0.19% hits; further: potency means the concentration at half of the fitted maximal effect; % of control where 0% means no effect; nearly all actives have a fitted effect of over 45% in size
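ATM-like activity read as KAP-1 phosphorylation via AlphaLISA donor/acceptor antibody pairs after lysis and 6 hr at 25C. Cells were ATM-null patient fibroblasts ([…], hTERT), dosed 60 min, then exposed to the DSB inducer NCS for 30 min.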
TSHR antagonist: blocks TSH signaling through the human TSH receptor; activity change, negative = inhibition, % at 11.5 µM; AID 504810; TSHR-expressing cells, TSH-stimulated cAMP HTRF, 2 h; active compounds read low; 330,000 compounds, 0.2% hits;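 active means activity change below a set negative limit, meaning inhibition stronger than a set level, cut at about -70% in these data; inconclusive means activity change between two set negative limits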; further: on the % scale 0 is the no-effect control and ±100 the full control effect
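Cell-based HTRF cAMP assay; TSHR cells + compound, TSH EC80 (4nM final), 2 h, 37 deg C. Lysis with anti-cAMP cryptate and cAMP-d2, 30 min RT, read 665/620 nm.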
GALK inhibitor: galactokinase (human) inhibition | P51570 | Purified GALK, Kinase-Glo residual ATP luminescence | Potency, µM (series often up to 57.5 µM), for inactives: top-dose activity change, negative = inhibition, usual class: inhibitors | 270,000 compounds, 0.007% hits | AID 1868; further: potency means the concentration at half of the fitted maximal effect; on the % scale 0 is the no-effect control and ±100 the full control effect
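Compounds were pin-transferred into ATP buffer (35 uM final), then GALK plus galactose (5 nM, 100 uM final) was added. After 1 h at room temperature, Kinase-Glo Plus was added and luminescence read after 10 min.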
CXXC DNA block: blocks binding of human MLL CXXC domain to DNA | Q03164 | MLL-CXXC / FITC-HOXA9 DNA fluorescence polarization | Potency, µM (highest dose often 115 µM), inactives show top-dose activity change, negative = inhibition, actives largely listed as inhibitors | 290,000 compounds, 0.037% hits; active means well fitted inhibition curve with a large enough effect in the polarisation, with a control signal flat, not every such curve was filed as active; inconclusive means small, poorly fitted or top-dose-only effect, or effect the other way, or a change in a side signal; inactive means no such curve, though single readings can be large or run the other way; the % refers to the polarisation; further: potency means the concentration at half of the fitted maximal effect
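Fluorescence polarization: 7 uM MLL-CXXC (stock) preincubated 5 min with compounds, then 50 nM fluorescein-HOX-A9 DNA (stock) added; 30 min ambient. Buffer 50 mM Tris-HCl pH 7.5, 50 mM NaCl, 1 mM DTT, 0.05% BSA.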
Giardia killer: kills Giardia lamblia. Giardia lamblia trophozoite viability. activity change, % at 7.66 µM, hits read low. 340,000 compounds, 0.15% hits. AID 540267; in the data active means activity change below about -80%; inconclusive means between about -30% and that limit;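 further: parasites exposed to compound for two days anaerobically before the ATP read; on the % scale 0 is the no-effect control and ±100 the full control effect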
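Anaerobic 48 hrs incubation at 37 deg C of 100 trophozoites/well with test compounds; ATPLite 1-Step luminescence, 15-30 min RT, reports cellular ATP as viability.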
hERG WT inh: inhibitors of human wildtype KCNH2 potassium channel; 340,000 compounds, 0.37% hits; U2OS, BacMam KCNH2, thallium flux FluxOr; active compounds read low; activity change, % at 1.84 µM; Q12809;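 active means maximum activity change below -70%; inconclusive means maximum activity change between -70% and -50%; inactive means maximum activity change above -50%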; further: on the % scale 0 is the no-effect control and ±100 the full control effect
Target sequence (Q12809 whole entry, looked up): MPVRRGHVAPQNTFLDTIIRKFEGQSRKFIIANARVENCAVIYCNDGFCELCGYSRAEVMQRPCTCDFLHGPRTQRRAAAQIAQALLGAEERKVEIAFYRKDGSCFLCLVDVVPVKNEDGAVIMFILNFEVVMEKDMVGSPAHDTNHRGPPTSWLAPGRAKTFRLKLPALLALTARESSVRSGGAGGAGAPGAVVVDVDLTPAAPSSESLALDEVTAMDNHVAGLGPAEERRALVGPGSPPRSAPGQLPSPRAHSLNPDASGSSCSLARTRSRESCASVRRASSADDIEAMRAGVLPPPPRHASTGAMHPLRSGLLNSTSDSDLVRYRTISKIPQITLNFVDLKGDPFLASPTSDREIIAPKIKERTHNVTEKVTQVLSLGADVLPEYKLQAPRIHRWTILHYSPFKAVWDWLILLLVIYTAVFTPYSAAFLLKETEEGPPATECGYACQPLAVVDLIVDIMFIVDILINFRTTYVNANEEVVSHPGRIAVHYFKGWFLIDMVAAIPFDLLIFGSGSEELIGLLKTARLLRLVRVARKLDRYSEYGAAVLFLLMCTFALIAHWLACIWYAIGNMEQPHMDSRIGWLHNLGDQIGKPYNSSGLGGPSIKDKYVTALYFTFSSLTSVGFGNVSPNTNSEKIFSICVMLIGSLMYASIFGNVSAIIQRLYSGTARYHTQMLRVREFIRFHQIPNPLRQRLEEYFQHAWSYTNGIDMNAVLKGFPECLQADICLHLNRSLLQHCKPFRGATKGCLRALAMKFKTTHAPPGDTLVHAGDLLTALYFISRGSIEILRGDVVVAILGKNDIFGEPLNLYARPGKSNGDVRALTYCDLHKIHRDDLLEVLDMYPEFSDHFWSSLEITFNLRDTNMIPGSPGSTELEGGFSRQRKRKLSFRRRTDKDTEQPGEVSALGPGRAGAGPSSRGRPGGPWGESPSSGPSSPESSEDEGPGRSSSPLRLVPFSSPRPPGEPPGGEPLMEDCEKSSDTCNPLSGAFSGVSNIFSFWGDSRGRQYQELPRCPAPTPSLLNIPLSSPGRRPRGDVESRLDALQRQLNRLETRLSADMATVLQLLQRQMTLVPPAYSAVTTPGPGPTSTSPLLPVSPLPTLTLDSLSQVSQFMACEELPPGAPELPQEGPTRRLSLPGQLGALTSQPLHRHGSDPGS
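U2OS cells transduced with wild-type KCNH2 virus are loaded with FluxOr dye for 45 min, and thallium flux is measured in kinetic reads before and after stimulation buffer. Rate constants are normalized to DMSO controls.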
Active calls of the source: *; ? = inconclusive; / = not tested or not shown; [ ] = dose if it differs, or a comment. Unless noted, the call rests on the fitted dose curve; in most records, active means well fitted curve in the direction sought with a large enough effect; inconclusive means small, poorly fitted or top-dose-only effect, or another doubt; inactive means no such curve, though single readings can be large; an effect the other way counts as inactive or inconclusive.

Each structure is followed by: FBPA coupling cs | BCR signal inh | TCR activator | Tb PFK inh | A-T KAP1 phos | TSHR antagonist | GALK inhibitor | CXXC DNA block | Giardia killer | hERG WT inh
C/C(=N\N=C1\NC(=O)CS1)c1cccs1
    0 | ? | 2% | 0% | -2% | -4 | -2% | 0% | -5 | -5
COc1ccc(Cc2noc(CN3CCNC(=O)CC3)n2)cc1OC
    3 | 8% | -3% | -5% | -1% | 6 | 0% | -3% | -2 | -2
CCOC(=O)C1=NN(C(=O)Nc2cccc(C(F)(F)F)c2)C2C(=O)N(c3cccc(C(F)(F)F)c3)C(=O)C12 (stereo not given)
    -3 | ? | -6% | 0% | -7% | -3 | -1% | 16% | 24 | 3
Cc1cc(O)c(C(C)C)cc1N=Nc1ccccc1C(=O)O
    -9 | ? | 1% | -3% | 1% | -24 | 0% | -8% | -2 | -3
Cc1ccnc(NC(=O)c2ccc([N+](=O)[O-])s2)c1
    -1 | ? | -5% | 4% | -2% | -16 | 0% | ? | ? | -11
CCOc1ccc(Br)cc1S(=O)(=O)NCCN(C)C
    1 | / | -4% | / | / | / | 4% | 2% | -11 | 9
CCOC(=O)N/N=C(/c1ccccc1)C1CCCCC1
    -1 | -5% | 6% | 3% | 6% | -6 | 12% | 1% | 10 | 1
COc1ccc(C(=O)NNC(=O)C23CC4CC(CC(C4)C2)C3)cc1OC
    / | 4% | 0% | -3% | -2% | -5 | / | / | ? | 1
O.O.O.O=S(=O)([O-])OC[C@H]1O[C@@H](O[C@]2(COS(=O)(=O)[O-])O[C@H](OS(=O)(=O)[O-])[C@@H](OS(=O)(=O)[O-])[C@@H]2OS(=O)(=O)[O-])[C@H](OS(=O)(=O)[O-])[C@@H](OS(=O)(=O)[O-])[C@@H]1OS(=O)(=O)[O-].[Al]
    0 | -1% | / | -4% | 4% | 1 | / | 2% | / | /
Cc1cccc(OCC(=O)O/N=C(\N)Cc2cccs2)c1
    2 | 11% | 5% | -4% | 24% | -14 | -1% | 2% | -21 | 3

Full records, looked up by structure. Order of screens: FBPA coupling cs, BCR signal inh, TCR activator, Tb PFK inh, A-T KAP1 phos, TSHR antagonist, GALK inhibitor, CXXC DNA block, Giardia killer, hERG WT inh
COc1ccc(C(=O)NNC(=O)C23CC4CC(CC(C4)C2)C3)cc1OC is entered as /, 4%, 0%, -3%, -2%, -5, /, /, ?, 1
CCOc1ccc(Br)cc1S(=O)(=O)NCCN(C)C is entered as 1, /, -4%, /, /, /, 4%, 2%, -11, 9

A second format for part of the listing above:
canonical_smiles	FBPA coupling cs	BCR signal inh	TCR activator	Tb PFK inh	A-T KAP1 phos	TSHR antagonist	GALK inhibitor	CXXC DNA block	Giardia killer	hERG WT inh
CCOC(=O)N/N=C(/c1ccccc1)C1CCCCC1	-1	-5%	6%	3%	6%	-6	12%	1%	10	1
COc1ccc(Cc2noc(CN3CCNC(=O)CC3)n2)cc1OC	3	8%	-3%	-5%	-1%	6	0%	-3%	-2	-2
CCOC(=O)C1=NN(C(=O)Nc2cccc(C(F)(F)F)c2)C2C(=O)N(c3cccc(C(F)(F)F)c3)C(=O)C12 (stereo not given)	-3	?	-6%	0%	-7%	-3	-1%	16%	24	3

(continued)
Each structure is followed by: FBPA coupling cs | BCR signal inh | TCR activator | Tb PFK inh | A-T KAP1 phos | TSHR antagonist | GALK inhibitor | CXXC DNA block | Giardia killer | hERG WT inh
CCOc1ccccc1NC(=O)CSc1nnnn1-c1ccc(C(=O)OC)cc1
    -1 | ? | 7% | 2% | 7% | -1 | 2% | 4% | -11 | 0
Cc1ccc(C(C(=O)Nc2ccc3c(c2)OCO3)N(C)C(=O)/C=C\c2ccc3c(c2)OCO3)cc1 (stereo not given)
    3 | -1% | 0%[46.1 µM] | 4% | 3% | 3 | 0% | 3% | -15 | 3
O=C(CN1CCC(NC(=O)Nc2ccc(F)cc2)CC1)Nc1ccccc1[N+](=O)[O-]
    0 | ? | 1% | -8% | -1% | -4 | -2% | -1% | 7 | -1
COc1cc(OC)cc(C(=O)NC2CC(C)(C)NC(C)(C)C2)c1
    0 | -4% | -29% | 1% | ? | 3 | 7% | -6% | -5 | 3
COc1cccc(C2N(Cc3ccccc3)C(=O)C2(F)F)c1OC (stereo not given)
    -1 | -1% | -1% | -1% | -2% | -3 | -2% | 2% | 1 | 14
NNC(=O)CSCc1nc(-c2ccc(Cl)cc2)cs1
    0 | 1% | 1% | -14% | -3% | -11 | / | -17% | -19 | -5
Oc1ccc(Nc2nc(-c3ccccc3)nc3ccccc23)cc1
    1 | ? | -7% | 0% | -4% | 2 | 4% | 14% | -24 | -15
COc1ccccc1C(CNC(=O)CSc1ccc2ccccc2c1)N(C)C (stereo not given)
    / | ? | 2% | 1% | 4% | 12 | -3% | -5% | -14 | 26
Cc1cc(Oc2ccccc2)nc2ccc(O)cc12
    -3 | ? | / | -3% | 4% | 2 | 3% | 1% | / | /
O=C(CCN1C(=O)C2CCCCC2C1=O)Nc1cc([N+](=O)[O-])ccc1Cl (stereo not given)
    / | 7% | 0% | -7% | 3% | 4 | / | / | -17 | -9
CN(C)c1ccc(C(=O)OCC(=O)NCCC2=CCCCC2)cc1
    2 | 1% | 8% | 2% | 8% | -1 | 8% | 4% | 11 | -7
Cc1ccc(-n2c(Cn3ncc4ccccc4c3=O)n[nH]c2=S)cc1
    0 | 7% | -7% | -8% | -7% | 8 | 1% | 6% | 0 | 2
CC(C)NC(=O)c1ccccc1NC(=O)C1COc2ccccc2O1 (stereo not given)
    -1 | ? | 5%[46.1 µM] | 0% | 1% | 10 | 3% | -2% | 0 | -13
O=C1CSC(c2ccc(Cl)cc2)N1 (stereo not given)
    1 | -19% | 10% | -2% | / | 1 | 3% | 20% | -12 | 13
Cc1ccc(NC(=O)c2ncn(CC(=O)N[C@H](CO)Cc3c[nH]c4ccccc34)n2)cc1C
    / | -3% | 0%[46.1 µM] | 1% | 3% | 1 | / | / | ? | -6
CCOC(=O)C1C(c2ccc(O)cc2)NC(=O)NC1(O)C(F)(F)F (stereo not given)
    1 | -9% | 12% | 2% | -1% | 56 | -6% | -7% | 9 | -4
COCCN(C(=O)COC(=O)CCc1c[nH]c2ccccc12)c1c(N)n(Cc2ccccc2)c(=O)[nH]c1=O
    / | ? | 6% | -6% | 8% | 3 | / | / | -5 | 4
Cc1cc(C)n2c(SCc3c(C)noc3C)nnc2n1
    3 | -3% | -1% | 3% | 3% | 3 | -1% | -10% | -17 | 8
Cc1ccc(NC(=O)CCCC2CCCCC2)c(O)c1
    / | -2% | -4% | 0% | 16% | -35 | -7% | -8% | -15 | -3
NC(=O)COc1ccc(C(=O)/C=C2/C(=O)Nc3ccccc32)cc1
    -2 | ? | 3% | -22% | 23% | 0 | -2% | 14% | -8 | -2
CN1CCN(CCOc2ccc(Cl)c(Cl)c2)CC1
    -3 | 8% | 13%[46.1 µM] | -17% | -3% | 7 | 3% | -5% | 2 | 17
CCNC(=S)N/N=C(\C)c1ccc2ccccc2c1OC(F)F
    2 | ? | 2% | 0% | 18% | -8 | 7% | -3% | 4 | 6
C=CCSC1=C(C#N)C(c2cccc(OC)c2)CC(=O)N1 (stereo not given)
    -1 | 5% | -11% | -4% | 5% | -2 | 0% | -3% | 1 | 5
CCCCOC(=O)/C=C/c1ccc(OC(=O)OC)c(OC(=O)OC)c1
    1 | 1% | -6%[46.1 µM] | -4% | 3% | 11 | / | 9% | 11 | -20
Cc1ccc(S(=O)(=O)N(C)C)cc1NC(=O)c1cncc(Br)c1
    -17 | ? | 0% | 3% | -4% | 16 | 1% | 11% | 3 | -3
O=C(CNc1ccccc1C(=O)O)c1ccccc1
    0 | ? | 6% | 0% | -8% | 3 | / | -5% | -20 | -8
CN(CC(=O)Nc1ccccc1Br)C(=O)c1ccccc1Cc1ccccc1
    / | -4% | 1% | 13% | 13% | -31 | / | / | -22 | -3
Cc1ccc(C(=O)/C=C/c2cc(C#N)n(C)c2C)cc1
    -2 | 6% | -8% | 2% | -9% | 25 | -1% | 3% | 0 | -1
N#Cc1ccccc1NC(=O)CSc1nccn1CCc1ccccc1
    -4 | ? | / | -18% | / | 15 | -1% | 4% | 9 | 12
CCOC(=O)c1oc2ccccc2c1CSc1nnnn1-c1ccc(OC)cc1
    -1 | 3% | 1% | -7% | 6% | 4 | 1% | 24% | 19 | -2
O=C(COc1ccccc1[N+](=O)[O-])NCCC1=CCCCC1
    -2 | ? | 11% | 5% | -1% | 1 | 0% | -2% | 4 | 0
